# WRN helicase inh – WRN helicase (human) inhibition. Q14191. WRN helicase unwinding, fluorescent forked duplex, kinetic. Potency, µM (series often up to 114 µM), without a hit: at the top dose activity change, negative = inhibition, actives largely listed as inhibitors. 360,000 compounds, 0.46% hits; also: potency is read from the fitted curve at half-maximal effect; % is scaled to controls: 0 for no effect and ±100 for the full control effect; nearly all actives have a fitted effect of over 55% in size
#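 Fluorescence dequenching readout, ex 525 nm/em 598 nm, kinetic mode: forked duplex DNA (100 nM final) with adjacent fluorophore and quencher unwound by WRN (20 nM final) with 2 mM ATP. Compound preincubation 15 min, room temperature.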
# PI5P4Ka inh – blocks human PI5P4K alpha kinase activity | PI5P4Kalpha enzyme, ADP-Glo luminescence, 60 min; hits give low values | P48426 | max response, % | 330,000 compounds, 1.2% hits; active = max response of -50% or lower; inconclusive = between -30% and -50%; inactive = -30% or higher; also: value at the top dose of about 77 µM; % is scaled to controls: 0 for no effect and ±100 for the full control effect
# Target sequence (P48426 whole entry, looked up): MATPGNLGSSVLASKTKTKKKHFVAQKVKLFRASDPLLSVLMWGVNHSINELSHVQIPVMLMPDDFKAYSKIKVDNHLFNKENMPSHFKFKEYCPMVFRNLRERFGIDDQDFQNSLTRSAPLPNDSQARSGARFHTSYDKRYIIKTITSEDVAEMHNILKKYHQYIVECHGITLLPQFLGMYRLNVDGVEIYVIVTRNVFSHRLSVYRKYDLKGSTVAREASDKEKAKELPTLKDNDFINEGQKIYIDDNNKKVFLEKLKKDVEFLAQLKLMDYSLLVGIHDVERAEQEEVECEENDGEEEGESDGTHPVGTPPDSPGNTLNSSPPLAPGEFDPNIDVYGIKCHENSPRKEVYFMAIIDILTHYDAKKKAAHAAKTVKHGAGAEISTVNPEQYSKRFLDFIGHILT
#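 ADP-Glo luminescence end-point read after a 60 min room-temperature kinase reaction of PI5P4Kalpha plus substrate, initiated with ATP at 5 microM final. Buffer: 0.038 M HEPES pH 7.4, EGTA, 0.1% CHAPS, 5% DMSO.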
# FUS yeast rescue – suppressors of FUS proteinopathy in yeast; S. cerevisiae FUS-expressing, growth rescue, OD600, 24 h; Potency, µM (top dose mostly 76.6 µM), without a hit: at the top dose growth rescue (activation), actives largely listed as activators; 390,000 compounds, 0.24% hits; AID 1347120;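 also: potency is read from the fitted curve at half-maximal effect; plate controls were DMSO vehicle for no effect and reference control for full effect; nearly all actives have a fitted effect of over 55% in size; some results filed as inactive show a strong effect at the top dose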
#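 Compound concentration series was pinned onto galactose-induced FUS-expressing yeast seeded at OD 0.005. Plates sat 24hr at 30C; absorbance at 600 nm gave growth. DMSO served as background control.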
# EPAC1 agonist – EPAC1 (human) agonism | O95398 | EPAC1 agonist qHTS, biochemical assay; response scale: 100% = response to 6.5 mM cAMP | Potency, µM (series often up to 154 µM), without a hit: at the top dose activation, actives largely listed as activators | 360,000 compounds, 0.073% hits; also: potency is read from the fitted curve at half-maximal effect; nearly all actives have a fitted effect of over 60% in size
#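 Fluorescent GDP-exchange assay: 100 nM EPAC1 with 250 nM Rap1B preloaded with BODIPY-GDP and 50 uM GDP; compounds tested as concentration series, 5 min at room temperature, then read every 5 min for 30 min (ex 480/em 540 nm); normalized to 6.5 mM cAMP.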
# Abeta rescue – A-beta toxicity reversal in yeast | yeast expressing A-beta42, growth rescue, OD600, 48 h; response scale: 0% DMSO, 100% iron-clioquinol control | Potency, µM (highest dose often 46.1 µM), for inactives: at the top dose growth rescue, hits mostly activators | 410,000 compounds, 0.063% hits; also: potency is read from the fitted curve at half-maximal effect; nearly all actives have a fitted effect of over 55% in size
#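 Yeast growth medium received pinned compounds, then yeast cells expressing toxic A-beta were added; plates incubated at 30 C for 48 hr. Growth read as absorbance at 600 nm, normalized to DMSO and equimolar FeCl3 plus clioquinol controls.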
# IL-2 act – IL-2 activation. IL-2 activation reporter assay, cell-based qHTS; stimulated with anti-CD3/CD4/CD28 beads; in transgenic mouse T cells. activation, % (series mostly up to about 46 µM). 360,000 compounds, 0.065% hits; in the data active = activation above about 50%; inconclusive = mostly about 30% to 49%; also: 0% is about no effect
#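 Quantitative HTS in unstimulated transgenic mouse T cells, with memory T cells as non-tolerant control and PMA/ionomycin as tolerance-bypass control. Compound pretreatment lasted 60 minutes before 18 h bead stimulation; EGFP/DsRed fluorescence read.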
# PLK1 PBD inh – blocks phosphopeptide binding to human PLK1 polo-box domain; Potency, µM, without a hit: max response, negative = inhibition, most hits filed as inhibitors; 360,000 compounds, 2.8% hits; P53350; Plk1 PBD binding of FITC phosphopeptide, fluorescence polarization; also: potency is read from the fitted curve at half-maximal effect; series mostly up to about 57 µM; % is scaled to controls: 0 for no effect and ±100 for the full control effect; nearly all actives have a fitted effect of over 65% in size
# EPAC1 antag – EPAC1 (human) antagonism; O95398; EPAC1 GEF assay, Rap1b-BODIPY-GDP exchange fluorescence; Potency, µM (series often up to 115 µM), for the others: at the top dose activity change, negative = inhibition, most hits filed as inhibitors; 360,000 compounds, 0.14% hits; AID 720709;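 also: potency is read from the fitted curve at half-maximal effect; plate controls were vehicle for no effect and positive control for full effect; nearly all actives have a fitted effect of over 50% in size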
# * hit, by the source's call; ? = inconclusive; / = not tested or not shown; [ ] = remark or other dose. Unless noted, calls follow the shape of the dose curve; as a rule, active = well fitted curve in the direction sought with a large enough effect; inconclusive = small, poorly fitted or top-dose-only effect, or another doubt; inactive = no such curve, though single readings can be large; an effect the other way counts as inactive or inconclusive. The order is random, and some 4.1% of all compounds hit somewhere here.
# Labels used below: A = WRN helicase inh; B = PI5P4Ka inh; C = FUS yeast rescue; D = EPAC1 agonist; E = Abeta rescue; F = IL-2 act; G = PLK1 PBD inh; H = EPAC1 antag
[1] COc1ccc(OC)c(Nc2cc(C(=O)NCCCN3CCOCC3)c3ccccc3n2)c1
  A: 2%[57.1 µM]	B: 5	C: 27%	D: -1%	E: 5%	F: -2.4	G: -4%	H: 4%
[2] O=C1NC(=O)C(c2ccccc2)N1 (stereo unspecified)
  A: 0%	B: -8	C: -14%	D: -11%	E: -1%	F: 0.3	G: 1%	H: -10%
[3] Cc1cc(C)n(C(=O)CSc2nc3ccccc3o2)n1
  A: 0%	B: /	C: 14%	D: -1%	E: 15%	F: -1.3	G: 1%	H: 7%
[4] CCC(=O)NC(NC(=S)Nc1ccc(S(N)(=O)=O)cc1)C(Cl)(Cl)Cl (stereo unspecified)
  A: -9%	B: 7	C: /	D: 1%	E: 5%	F: 0.2	G: -9%	H: -5%
[5] O=C(N/N=C/c1ccco1)C1CC1
  A: -15%	B: 3	C: /	D: 6%	E: 7%	F: 0.9	G: -8%	H: -29%
[6] COc1ccc(C(=O)Nc2oc(-c3ccccc3)c(-c3ccccc3)c2C#N)cc1OC
  A: -9%	B: /	C: ?	D: 12%	E: 1%	F: -1.5	G: -16%	H: ?
[7] COc1ccc(CN2C(=O)c3cccnc3C2=O)cc1S(=O)(=O)N1CCOc2ccc(C)cc21
  A: 3%	B: -5	C: ?	D: 3%	E: -3%	F: -0.6	G: 5%	H: -4%
[8] COc1ccc(-c2ccc(NS(=O)(=O)c3cccc([N+](=O)[O-])c3)cc2)nn1
  A: -3%	B: -12	C: -7%	D: -12%	E: -19%	F: 1.6	G: -10%	H: -21%
[9] O=C(Nc1ccccc1Oc1cccnc1)C1CCCN(C/C=C/c2ccc(F)cc2)C1 (stereo unspecified)
  A: -18%	B: 10	C: /	D: 6%	E: 9%	F: -1.8	G: -2%	H: -5%
[10] CCc1ccccc1N(CC(=O)NC(C)C)C(=O)CCC(=O)Nc1nccs1
  A: 5%	B: -7	C: -13%	D: -14%	E: -11%	F: 0.8	G: -5%	H: 12%

# Eight entries from above, ordered by SMILES length, smallest number first:
# Labels used below: A = WRN helicase inh; B = PI5P4Ka inh; C = FUS yeast rescue; D = EPAC1 agonist; E = Abeta rescue; F = IL-2 act; G = PLK1 PBD inh; H = EPAC1 antag
[2] O=C1NC(=O)C(c2ccccc2)N1 (stereo unspecified)
  A: 0%	B: -8	C: -14%	D: -11%	E: -1%	F: 0.3	G: 1%	H: -10%
[3] Cc1cc(C)n(C(=O)CSc2nc3ccccc3o2)n1
  A: 0%	B: /	C: 14%	D: -1%	E: 15%	F: -1.3	G: 1%	H: 7%
[10] CCc1ccccc1N(CC(=O)NC(C)C)C(=O)CCC(=O)Nc1nccs1
  A: 5%	B: -7	C: -13%	D: -14%	E: -11%	F: 0.8	G: -5%	H: 12%
[4] CCC(=O)NC(NC(=S)Nc1ccc(S(N)(=O)=O)cc1)C(Cl)(Cl)Cl (stereo unspecified)
  A: -9%	B: 7	C: /	D: 1%	E: 5%	F: 0.2	G: -9%	H: -5%
[1] COc1ccc(OC)c(Nc2cc(C(=O)NCCCN3CCOCC3)c3ccccc3n2)c1
  A: 2%[57.1 µM]	B: 5	C: 27%	D: -1%	E: 5%	F: -2.4	G: -4%	H: 4%
[6] COc1ccc(C(=O)Nc2oc(-c3ccccc3)c(-c3ccccc3)c2C#N)cc1OC
  A: -9%	B: /	C: ?	D: 12%	E: 1%	F: -1.5	G: -16%	H: ?
[8] COc1ccc(-c2ccc(NS(=O)(=O)c3cccc([N+](=O)[O-])c3)cc2)nn1
  A: -3%	B: -12	C: -7%	D: -12%	E: -19%	F: 1.6	G: -10%	H: -21%
[7] COc1ccc(CN2C(=O)c3cccnc3C2=O)cc1S(=O)(=O)N1CCOc2ccc(C)cc21
  A: 3%	B: -5	C: ?	D: 3%	E: -3%	F: -0.6	G: 5%	H: -4%

# (list continues)
# Labels used below: A = WRN helicase inh; B = PI5P4Ka inh; C = FUS yeast rescue; D = EPAC1 agonist; E = Abeta rescue; F = IL-2 act; G = PLK1 PBD inh; H = EPAC1 antag
[11] CCC1SC2=NC(C)=C(C(=O)OC)C(c3cccs3)N2C1=O (stereo unspecified)
  A: -2%	B: -1	C: 21%	D: 2%	E: 9%	F: 0.8	G: -12%	H: -3%
[12] Cc1ccc(NC(=O)c2ncc(Cl)c(Cl)c2Cl)cc1C
  A: 8%	B: -3	C: -12%	D: 0%	E: -9%	F: 0.6	G: 1%	H: 10%
[13] COc1ccc(NC(C)=O)cc1NC(=O)CN1CCN(S(=O)(=O)c2ccc(C(C)C)cc2)CC1
  A: 13%	B: 2	C: -26%	D: 12%	E: 8%	F: 1.0	G: -1%	H: -3%
[14] O=C(NC1CCCCCC1)C1CCN(S(=O)(=O)c2ccc(F)cc2)CC1
  A: -1%	B: /	C: -17%	D: 4%	E: 0%	F: -1.2	G: -8%	H: 12%
[15] Cc1ccccc1C(=O)NCCN1CCOCC1
  A: 3%	B: -2	C: -28%	D: 11%	E: 5%	F: 4.0	G: 1%	H: -1%
[16] CCC(CC)C(=O)c1c[nH]c(C(=O)N2CCN(c3ccccc3F)CC2)c1
  A: -18%	B: -7	C: ?	D: -5%	E: -17%	F: 1.6	G: -3%	H: -6%
[17] Cn1c(=O)c2nc(SCCO)n(C)c2n(C)c1=O
  A: 3%	B: 1	C: -1%	D: -4%	E: -1%	F: -0.2	G: -2%	H: -13%
[18] COc1ccc(-n2c(C)c(C(=O)O)c3cc(OC)c4ccccc4c32)cc1
  A: -4%	B: -5	C: -11%	D: -5%	E: 8%	F: 2.0	G: -22%	H: 13%
[19] Cc1ccccc1NC(=O)CN1CCN(Cc2ccccc2)CC1
  A: -9%	B: -3	C: 1%	D: 2%	E: 6%	F: -0.1	G: 0%	H: 2%
[20] O=S(=O)(NCc1ccccn1)c1cc(OCC(F)(F)F)ccc1OCC(F)(F)F
  A: -5%	B: 5	C: -1%	D: -7%	E: -19%	F: 2.8	G: -4%	H: -24%
[21] O=C(NCCc1ccccc1)c1cccc(NC(=O)C2CC2)c1
  A: -5%	B: 0	C: -22%	D: -16%	E: -3%	F: -0.4	G: -16%	H: -11%
[22] C=CCN(C(=O)CNC(=O)c1ccco1)C(C(=O)NC1CCCCC1)c1ccc(OC)cc1OC (stereo unspecified)
  A: -7%	B: 8	C: 25%	D: 9%	E: -3%	F: -1.9	G: -3%	H: -7%
[23] Cc1cccc(C)c1Nc1nnc(SCC(=O)NC2CCS(=O)(=O)C2)s1 (stereo unspecified)
  A: 0%	B: 8	C: /	D: -5%	E: 5%	F: -0.5	G: -6%	H: -5%
[24] Cc1ccc(-c2cc(C(=O)NNC(=O)c3csc(N4CCOCC4)n3)c3ccccc3n2)cc1
  A: -8%	B: 0	C: ?	D: 4%	E: -9%	F: 0.1	G: -6%	H: ?
[25] CCOC(=O)CSc1nc(N)c(C#N)c(CC(C)C)c1C#N
  A: 6%	B: -1	C: 7%	D: -15%	E: 3%	F: -2.5	G: -3%	H: 9%
[26] CC1CCCCC1NC(=O)c1ccc(CSc2nc3ccncc3[nH]2)cc1 (stereo unspecified)
  A: 1%	B: 1	C: -2%	D: 3%	E: -7%	F: 5.1	G: -6%	H: 0%
[27] Cc1ccc(Cn2ncc3c(N4CCN(c5ccccc5C)CC4)ncnc32)cc1
  A: -3%	B: 2	C: 10%	D: 0%	E: 19%	F: -0.4	G: 1%	H: 0%
[28] Cc1cc(C)n(C(=O)CNC(=O)COc2ccccc2)n1
  A: 1%	B: -6	C: 2%	D: -8%	E: 14%	F: -0.5	G: 2%	H: 5%
[29] CCOC(=O)/C=C1\SCC(=O)N1CC(=O)NCCc1ccc(F)cc1
  A: -20%	B: 2	C: 11%	D: 5%	E: -4%	F: 2.2	G: -7%	H: -3%
[30] CCCN(CCC)CCNC(=O)CCC(=O)Nc1ccc2nc(N3CCOCC3)cc(C)c2c1
  A: -2%	B: 5	C: 41%	D: 5%	E: -10%	F: -4.1	G: -3%	H: -5%
